Assay outcomes: PubChem, several laboratories
Shn3 inh set2: reduces Shn3 3'UTR luciferase signal in osteoblasts; AID 588674; 360,000 compounds, 0.52% hits; inhibition, % at 12.5 µM; Clone20 osteoblast Shn3 3'UTR firefly luciferase, 24 h;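 active = mean inhibition of at least 75% with every replicate also reaching 75%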;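 also: 0% = median of neutral control wells and 100% = pilot-screen positive control compound; some compounds past the cut are filed as inactive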
CF NFkB block: inhibitors of cystic fibrosis induced NF-kB. KKLEB NF-kB-GFP reporter, PAF-induced, GFP fluorescence overnight. inhibition, % at 5 µM. 360,000 compounds, 0.86% hits. AID 588850;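 active = at least 50% inhibition at 5 µM, scaled per plate between neutral and stimulator controls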;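 also: PAF is a Pseudomonas aeruginosa culture filtrate used as stimulus; plate controls were PAF-stimulated DMSO wells for no effect and unstimulated DMSO wells for full effect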
HIF-2a inh: blocks HIF-2a reporter activity; 786-0 RCC cells HIF-2a reporter, luciferase luminescence, overnight; inhibition, % at 18.8 µM; 360,000 compounds, 0.72% hits; AID 624352;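 active = inhibition of the luminescence signal of 40% or more relative to plate controls, in a single-dose primary screen at 18.75 µM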
hiPSC survival: hiPSC single-cell survival enhancement | 360,000 compounds, 0.044% hits | AID 602274 | ATPlite luminescence; 100% = ROCK inhibitor wells, 0% = DMSO | survival enhancement, % at 20 µM; in the data active = survival enhancement above about 18%;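 also: cells exposed to compounds for 16 hours before the ATP read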
NR2E3 ag-1: agonists of human nuclear receptor NR2E3. inhibition of corepressor binding, % at 4.78 µM. 320,000 compounds, 0.12% hits. Q9Y5X4. GST-NR2E3/biotin-RetCOR TR-FRET, 1536-well. AID 2300;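 active = percent inhibition above the cutoff of mean plus 3 SD of all tested compounds, set per screening campaign, cut at about 20% in these data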;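 also: 0% = DMSO wells and 100% = biotin wells as full block of FRET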
Target sequence (Q9Y5X4 whole entry, looked up): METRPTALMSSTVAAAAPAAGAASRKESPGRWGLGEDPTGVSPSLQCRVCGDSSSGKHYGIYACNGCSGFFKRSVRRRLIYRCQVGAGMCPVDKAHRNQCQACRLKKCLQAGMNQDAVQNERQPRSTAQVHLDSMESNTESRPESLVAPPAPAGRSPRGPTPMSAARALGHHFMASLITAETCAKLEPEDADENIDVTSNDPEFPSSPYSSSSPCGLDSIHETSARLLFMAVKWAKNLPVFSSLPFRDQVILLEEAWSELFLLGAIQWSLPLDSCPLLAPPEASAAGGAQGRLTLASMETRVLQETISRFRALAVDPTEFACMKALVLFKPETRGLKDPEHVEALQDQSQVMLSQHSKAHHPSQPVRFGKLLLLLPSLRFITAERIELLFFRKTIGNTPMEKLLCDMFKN
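Format: 1536-well format; test system: GST-NR2E3 and biotin-RetCOR proteins; read-out basis: percent inhibition of TR-FRET ratio; timing: 5 h incubation at 4 °C; detection: time-resolved FRET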
KKLEB tox: CF airway cell cytotoxicity counter-screen; KKLEB CF airway cells viability, ATPlite luminescence, overnight; stronger effect = lower value; cells stimulated with P. aeruginosa culture filtrate; activity change (cytotoxicity), % at 5 µM; 360,000 compounds, 0.36% hits;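 active = corrected activity change at or below -50% at 5 µM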
NR2E3 ag-2: agonists of human NR2E3 nuclear receptor; Q9Y5X4; CHO-S Gal4-NCOR/VP16-NR2E3 two-hybrid, luciferase; inhibition of corepressor binding, % at 3.98 µM; 360,000 compounds, 0.35% hits; AID 602229;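 active = inhibition above the mean of all tested compounds plus 3 SD, cut at about 70% in these data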;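 also: 0% = DMSO with NR2E3 transfected cells and 100% = cells lacking NR2E3 construct; higher means lower luciferase signal from less NR2E3 corepressor binding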
TRPM1 prom inh: reduces MITF-dependent TRPM1 promoter luciferase signal; SK-MEL-5 TRPM1 promoter luciferase, 24 h; AID 488899; inhibition, % at 12.5 µM; 330,000 compounds, 0.83% hits;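 active = mean inhibition across replicates of 60% or more, whatever share of single replicates reaches that level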; also: values of inactives mirror those of a sister screen read the other way
TWEAK-Fn14 inh: blocks TWEAK-Fn14 interaction in a reporter cell assay | inhibition, % at 10 µM | 360,000 compounds, 2% hits | TWEAK-stimulated Fn14 reporter cells, luciferase luminescence, 8 h; in the data active = inhibition above about 50%
aDG glyco act: alpha-DG glycosylation activation; Pro5-aDG cells, alpha-DG glycosylation AlphaScreen (IIH6); 0% Pro5, 100% B10-LARGE cell signal; activation, % at 10 µM; 360,000 compounds, 0.22% hits; AID 624168;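 active = activation of at least 8% versus controls, or a plate z-score of at least 8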;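 also: Pro5 are CHO cells carrying HIG-tagged alpha-DG that lacks glycosylation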
Peg3 prom inh: reduces Peg3 promoter-driven luciferase expression in HeLa. 360,000 compounds, 1.7% hits. inhibition, % at 20 µM. HeLa PEG-Prom luciferase reporter, luminescence, overnight. AID 588405;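 active = inhibition of at least 50% at 20 µM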
* = called active by the depositor; . = no result given.

Sequence of screens – Shn3 inh set2	CF NFkB block	HIF-2a inh	hiPSC survival	NR2E3 ag-1	KKLEB tox	NR2E3 ag-2	TRPM1 prom inh	TWEAK-Fn14 inh	aDG glyco act	Peg3 prom inh
[1] Cc1ccc(-c2ccnc(-c3ccc(O)cc3)n2)cc1
→ -42	5	-342	-1.6	3	3	-49	-24	7	0.8	-216
[2] CCOC(=O)/C=c1\s/c(=C\c2c(OC)ccc3ccccc23)c(=O)n1CC(=O)NCC1CCCO1 (stereo not given)
→ 2	29	-5	-2.2	1	-19	-4	12	3	-0.3	26
[3] O=C(O)c1ccc(N2CCCCC2)cc1O
→ -5	6	-33	-0.1	-4	-4	2	-10	5	0.1	-1
[4] O=C(CCn1cccc1)NCCc1ccc(Cl)cc1
→ 4	7	3	-1.6	-1	2	-2	7	-9	0.0	7
[5] Cc1nc(SCC(=O)Nc2c(C)n(C)n(-c3ccccc3)c2=O)c2cnn(-c3ccccc3)c2n1
→ -7	19	-2	0.4	.	-8	-3	6	13	0.2	10
[6] CC(=O)Nc1cccc(Oc2nc(C)cc(C)c2C#N)c1
→ -1	6	-4	1.0	-2	-6	13	14	1	-0.2	10
[7] COc1ccc(NC(=O)Cc2ccc(C)c(C)c2)cc1S(=O)(=O)N1CCCCC1
→ 17	-14	20	-2.4	.	6	7	24	32	0.2	31
[8] O=c1ccc(=O)n(-c2ccccc2)[nH]1
→ 5	-1	9	-0.2	-5	-8	-6	-4	-32	0.0	18
[9] O=C(COC(=O)Cc1ccc(Cl)cc1)Nc1ccccc1F
→ -14	-9	22	2.9	-2	2	-17	5	-5	-0.4	18
[10] O=C(O)C1Nc2c(C(F)(F)F)ccc(Cl)c2C2C=CCC12 (stereo not given)
→ -5	13	15	-0.4	-3	2	-5	4	7	0.2	10
[11] CCCCOC(=O)Nc1ccc(S(=O)(=O)Nc2nc(C)cc(C)n2)cc1
→ 10	53*	21	-1.6	2	2	-43	8	8	-0.2	9
[12] COC(=O)C12CCC3(SCCS3)C(C(=O)OC)(CCC13SCCS3)C2
→ 19	21	12	-0.2	5	-4	-5	3	10	-0.2	-4
[13] Cc1cc(-c2nnc(SCC(=O)c3ccc(F)cc3)o2)no1
→ -22	12	4	-2.1	2	-2	-33	-20	-18	0.0	-7
[14] O=C(Nn1cnnc1)c1ccccc1-c1ccccc1
→ -8	5	7	2.8	-2	4	-9	9	-19	-0.2	-1
[15] O=C(CSc1ncc(C(F)(F)F)cc1Cl)NCC1CCCO1 (stereo not given)
→ 2	4	11	-0.8	-2	-1	9	4	5	0.0	7
[16] COc1ccc(NC(=O)COC(=O)COc2cccc(Br)c2)cc1OC
→ -1	-22	13	-0.5	1	-1	-7	11	3	-0.3	3
[17] Fc1cccc(CCN2CCNC[C@@H]2Cc2ccccc2)c1
→ -18	-12	4	-0.6	-2	-9	-3	2	12	-0.2	-1
[18] NC(=O)C[C@H]1NC(=O)[C@H](CCC(=O)O)NC(=O)c2cc([N+](=O)[O-])cc(I)c2NCCC[C@@H](C(N)=O)NC1=O
→ -17	-4	12	10	1	6	-33	4	2	0.2	-4
[19] CC/C(=N\NC(=O)CNC(=O)/C=C/c1ccc(OC)cc1)c1ccccc1
→ 5	-4	11	-0.5	-6	5	8	-1	4	0.0	3
[20] COc1ccccc1N(C)S(=O)(=O)c1ccc(C(=O)NCc2ccccc2CN2CCCC2)cc1
→ 27	5	7	-0.1	.	-26	3	-4	4	1.3	21
[21] CNC(=O)c1cc2cc(Br)ccc2s1
→ 7	-5	-44	0.2	5	-8	-39	4	6	-0.4	-46
[22] O=C(/C=C/c1cccs1)NNC(=O)c1cccc([N+](=O)[O-])c1
→ -4	-4	-97	-0.8	.	-7	-21	11	-50	-0.2	-75
[23] O=C(NC1CCCC1)C(c1ccccn1)N(C(=O)c1csnn1)C1CC1 (stereo not given)
→ -1	7	2	0.8	3	-16	5	7	-2	0.0	4
[24] Cc1ccc(S(=O)(=O)N2CCCC2C(=O)NCc2ccccc2Cl)cc1 (stereo not given)
→ -1	-14	24	0.9	2	11	-13	-8	4	-0.1	13
[25] CNC(=O)c1ccccc1Sc1ccccc1CO
→ .	-25	-3	-0.1	-3	8	-1	2	-3	-0.1	-10
[26] Cc1ccc(C)c(-n2c(=O)c(C#N)cc3c(=O)n4ccccc4nc32)c1
→ 1	14	9	-1.8	-1	-1	21	0	-1	-0.3	15
[27] O=C(CN1CCN(CCC(=O)Nc2ccccc2F)CC1)Nc1ccc(Cl)cc1
→ 8	-3	18	-0.3	2	-7	4	-6	8	0.1	5
[28] Cc1cccc(OCCCC(=O)NC(C)C)c1
→ -7	10	-4	1.5	2	3	8	-3	-14	0.0	5
[29] Cc1cc(Cl)cc(C)c1OCCn1ccnc1
→ 21	8	25	-0.3	1	-6	-24	4	-17	0.0	18
[30] COC(=O)c1sccc1NC(=O)CN(C)NS(=O)(=O)c1ccc(Cl)cc1
→ -10	-2	8	0.9	-2	12	-5	-6	4	0.0	4
[31] O=C(Cn1[nH]c(=O)c2ccccc2c1=O)Nc1cccc(-c2nnc3n2CCCCC3)c1
→ 6	4	10	0.6	0	-11	14	13	5	-0.3	1
[32] Cc1ccc(S(=O)(=O)CC(=O)NC2CC2)cc1
→ 18	-3	2	-0.1	0	-4	-12	-5	1	-0.1	-4
[33] N#CC(C#SN)=C1CCCCC1
→ 6	-2	16	-5.0	-2	14	-43	13	0	-0.1	5
[34] CCN(c1ccccc1)S(=O)(=O)c1ccc(C(=O)Nc2ncccc2O)cc1
→ -23	7	6	0.3	-2	2	14	16	-15	0.0	18
[35] COCC(=O)Nc1cccc(-c2ccc3nncn3n2)c1
→ 3	2	-3	0.4	3	5	-3	7	17	0.1	-5
[36] O=C(NCc1cccnc1)c1cccc(C(F)(F)F)c1
→ 0	10	5	0.5	2	-20	6	5	-5	0.0	12
[37] COC(CNC(=O)CCCn1nnnc1CN1CCOCC1)c1cccs1 (stereo not given)
→ -2	-4	1	-0.7	.	2	2	-2	-10	0.2	-17
[38] O=C(Nc1cccc(-c2cccc(F)c2)c1)C1CCN(C2CCOCC2)CC1
→ -10	-13	10	-0.5	4	3	-5	18	27	0.6	20
[39] O=C(OCc1ccc([N+](=O)[O-])cc1)c1ccc2ccccc2n1
→ 22	12	18	3.9	-1	12	-22	21	-10	0.0	16
[40] CCCC(=O)Nc1nc(-c2ccc3c(c2)CCN3S(C)(=O)=O)cs1
→ -1	-19	-117	-0.6	3	15	-36	-29	9	-0.4	-61
[41] CCOc1[nH]n(-c2ccccc2)c(=O)c1C=Nc1ccc(OC)cc1
→ -22	0	-46	-2.4	3	-1	-3	-8	-5	0.9	-3
[42] O=C(O)c1cc(N2C(=O)CCC2=O)ccc1NCc1cccnc1
→ -11	-24	11	-0.4	-2	2	28	0	13	-0.1	-4
[43] CC1(C)Cc2noc(N)c2C(C)(C)N1OC(=O)c1scc2c1OCCO2
→ 0	9	11	0.2	3	-5	15	-8	-10	0.4	12
[44] CN(Cc1cccc(F)c1)C(=O)C1CC(=O)N(Cc2ccco2)C1 (stereo not given)
→ -9	-30	-1	0.4	.	1	-26	.	-2	0.2	-3
[45] Cc1cnc(NC(=O)CN2CCN(c3ccccn3)CC2)s1
→ -33	33	2	-5.0	0	-20	64	-16	0	-0.8	3
[46] c1ccc(SCCCCN2CCOCC2)cc1
→ -1	-1	-31	0.0	2	3	-28	6	4	-0.1	-15
[47] CN(C)c1cccc(C(=O)NNC(=S)NC2CCCC2)c1
→ -14	-4	-123	2.4	4	-7	-34	8	4	0.1	-69
[48] CCNC(=S)NNC(=O)c1csc2c1CCCC2
→ 8	3	-69	1.7	4	7	4	-3	0	0.0	-33
[49] CC(C)(C)c1ccc(CC(=O)N2CCC2(C)C(=O)NS(=O)(=O)Cc2ccccc2)cc1 (stereo not given)
→ -23	15	14	-2.8	.	-6	-1	.	-7	0.2	3
[50] CCCC(=Nc1ccccc1OC)C1=C(O)CC(c2ccccc2)CC1=O (stereo not given)
→ 17	8	32	2.6	-1	1	-3	-2	11	-0.1	2
[51] COc1cc(/C=C(/C(=O)O)c2ccc(-c3ccccc3)cc2)cc(OC)c1OC
→ -11	14	12	-0.3	5	-8	-62	3	29	0.0	27
[52] COC(=O)C(NC(C)=O)(Nc1nc2c(C)cc(C)cc2s1)C(F)(F)F (stereo not given)
→ 10	10	19	-1.1	-1	-20	-13	15	-12	0.4	28
[53] COc1cc(-c2cc(C(=O)Nc3cccc(S(=O)(=O)N(C)C)c3)c3ccccc3n2)cc(OC)c1OC
→ 26	12	8	-0.1	4	9	-29	10	14	-0.1	23
[54] CNC(=O)CCC(=O)Nc1ccc(C(=O)OC)cc1
→ -2	-14	5	1.7	0	13	-37	-2	-8	0.0	2
[55] COc1cccc(C(=O)NCC(=O)N/N=C(\C)Cc2ccccc2)c1
→ -19	10	8	-0.3	-1	-5	-37	-1	20	0.1	-4
[56] Cc1ccc2oc(-c3ccc(NC(=O)CC(C)C)cc3)nc2c1
→ -65	4	-222	-2.2	-1	0	-101	-97	6	0.0	-355

Compounds were not picked by outcome. Share with any hit: about 4.4%.
